# From PubChem
# CBFb RUNX1 block = inhibitors of human CBF-beta and RUNX1 interaction; Q01196+Q13951; AlphaScreen CBFb-His/RUNX1-biotin binding, biochemical; Potency, µM (top dose mostly 59.8 µM), for inactives: at the highest dose activity, negative = inhibition, usual class: inhibitors; 230,000 tested, under 10 active; AID 1477; note: % of control where 0% means no effect
# Target sequence (Q01196 whole entry, looked up): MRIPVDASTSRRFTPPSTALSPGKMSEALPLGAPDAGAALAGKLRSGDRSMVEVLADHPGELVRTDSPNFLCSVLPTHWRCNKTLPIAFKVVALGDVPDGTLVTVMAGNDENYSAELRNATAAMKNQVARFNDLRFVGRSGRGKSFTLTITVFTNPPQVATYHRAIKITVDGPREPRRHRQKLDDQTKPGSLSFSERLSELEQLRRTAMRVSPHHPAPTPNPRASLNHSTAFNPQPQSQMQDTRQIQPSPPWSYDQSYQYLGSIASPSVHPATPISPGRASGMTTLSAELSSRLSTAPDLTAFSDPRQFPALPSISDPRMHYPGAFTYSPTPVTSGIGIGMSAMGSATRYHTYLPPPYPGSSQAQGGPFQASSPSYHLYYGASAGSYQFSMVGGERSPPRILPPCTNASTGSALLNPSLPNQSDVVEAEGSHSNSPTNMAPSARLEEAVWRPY
# Target sequence (Q13951 whole entry, looked up): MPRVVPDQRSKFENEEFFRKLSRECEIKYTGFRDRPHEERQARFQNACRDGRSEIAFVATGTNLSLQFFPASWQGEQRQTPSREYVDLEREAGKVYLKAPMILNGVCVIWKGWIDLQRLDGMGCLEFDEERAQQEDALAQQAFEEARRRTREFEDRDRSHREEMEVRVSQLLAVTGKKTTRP
#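 Inhibition was taken as any reduction in AlphaScreen signal from the CBF-beta–RUNX1 pair (His and biotin tags, 30 nM each), measured after compound (15 min) and bead (90 min) incubations at room temperature.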
# HTT aggregate = inhibitors of mutant huntingtin aggregate formation in PC12 cells | PC12 HttQ103-GFP aggregates, Acumen cytometry, 40 h | Potency, µM (doses to about 46.1 µM), without a hit: top-dose activity change, negative = inhibition, most hits filed as inhibitors | 220,000 compounds, 1.1% hits | AID 1688; note: potency is the fitted concentration of half-maximal effect; % is set by controls: 0 for no effect and ±100 for the full control effect; nearly all actives have a fitted effect of over 60% in size
#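 Read-out: GFP aggregate count by laser scanning cytometer (488 nm excitation, 500-530 nm emission, 1–25 µm objects >6 SD above background). Cells: PC12, inducible HTTex1-Q103-GFP, 100 nM tebufenozide; compounds titrated.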
# aGlu spleen mod = inhibitors or activators of human alpha-glucosidase in spleen homogenate; 240,000 compounds, 0.006% hits; Potency, µM (titrated, usually from 79.9 µM), without a hit: at the top dose activity change, negative = inhibition, hits mostly inhibitors; human spleen homogenate, 4-MU-alpha-glucoside fluorescence;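 note: potency is the fitted concentration of half-maximal effect; 0% = enzyme with vehicle and -100% = no enzyme basal signal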
#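 Enzyme source: human spleen homogenate, 1 ug/well. Buffer 50 mM citric acid/K phosphate pH 5.0, 0.01% Tween-20. 4-MU-alpha-glucoside 1 mM; 37 C x 40 min; NaOH/glycine stop; fluorescence.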
# HTT ATP protect = cytoprotection in Huntington HTT-Q103 PC12 cell model. PC12 HTT-Q103 induced, cytoprotection, ATP luminescence, 40 h. Potency, µM (top dose mostly 56.4 µM), without a hit: cytoprotection (ATP increase), most hits filed as activators. 230,000 compounds, 0.14% hits;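 note: potency is the fitted concentration of half-maximal effect; % of control where 0% means no effect; nearly all actives have a fitted effect of over 45% in size; toxic huntingtin expression switched on by the ecdysone agonist tebufenozide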
#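 Quantitative HTS on tebufenozide-induced (100 nM) PC12 cells expressing HTTQ103 exon 1–GFP; compounds tested as a concentration series; survival measured via cellular ATP.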
# Lamin A splicing = modulators of lamin A splicing; AID 1487; 200,000 compounds, 0.01% hits; Potency, µM (top dose mostly 46.1 µM), for the others: top-dose ratio change, negative = inhibition, hits mostly inhibitors; HeLa LMNA splicing GFP/RFP minigene ratio, 48 h; active = well fitted inhibition curve with a large enough effect in the signal ratio, with a control signal flat, not every such curve was filed as active; inconclusive = small, poorly fitted or top-dose-only effect, or effect the other way, or a change in a side signal; the % refers to the signal ratio; note: potency is the fitted concentration of half-maximal effect; % is set by controls: 0 for no effect and ±100 for the full control effect
#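 S3 HeLa stable clones carrying a lamin A-EGFP splicing minigene plus DsRed2 were seeded at 600 cells/well in Opti-MEM with 2% FBS, pin-dosed and incubated 48 h at 37°C. Acumen cytometry (488 nm) gave the GFP/RFP total-intensity ratio.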
# GAA inhib = alpha-glucosidase (human) inhibition | P10253 | purified human GAA, 4-MU-alpha-glucoside fluorescence | Potency, µM (highest dose often 76.9 µM), for the others: at the highest dose activity change, negative = inhibition, usual class: inhibitors | 200,000 compounds, 0.005% hits;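 note: potency is the fitted concentration of half-maximal effect; plate controls were uninhibited enzyme wells for no effect and no-enzyme background for full effect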
#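 Activity normalized between no-enzyme (basal) and enzyme-only wells. Conditions: 4 nM human enzyme, 400 uM fluorogenic substrate, citrate/phosphate pH 5.0 with Tween-20, 20 min room temperature, compounds up to 77 uM.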
# GAA glycogen = inhibitors or activators of human alpha-glucosidase glycogen cleavage. recombinant GAA, glycogen substrate, Amplex Red glucose oxidase fluorescence. Potency, µM (top dose mostly 76.4 µM), without a hit: at the top dose activity change, negative = inhibition, actives largely listed as inhibitors. 300,000 compounds, 0.38% hits;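 note: potency is the fitted concentration of half-maximal effect; 0% = full enzyme reaction and -100% = no-enzyme basal signal; the screen sought inhibitors and activators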
#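 Recombinant human alpha-glucosidase (4 nM final) hydrolysed bovine liver glycogen (30 ug) for 40 min at 37 C in pH 5.0 citrate/phosphate with 0.01% Tween-20. Released glucose detected by glucose oxidase/Amplex Red, Ex 573/Em 610 nm. Compounds up to 77 uM; AC50 from Hill fits.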
# The depositor's hits bear a star; ? = inconclusive; . = not tested or not shown; [ ] = remark or other dose. Unless noted, calls come from the whole dose curve; as a rule, active = well fitted curve in the direction sought with a large enough effect; inconclusive = small, poorly fitted or top-dose-only effect, or another doubt; inactive = no such curve, though single readings can be large; an effect the other way counts as inactive or inconclusive.
1	CCn1nnnc1NCc1cccn1C
2	Cc1cccc(NC(=O)CCN2CCOCC2)c1
3	N#Cc1ccc(NC(=O)COC(=O)CSc2nnc(-c3ccc(Cl)cc3)o2)cc1
4	COc1ccc(CN(C(=O)Cc2c[nH]c3ccccc23)C(C(=O)NC2CCCCC2)c2ccc(C)o2)cc1 (stereo not drawn)
5	N/C(=N\OC(=O)c1ccc(Cl)c(Cl)c1)c1ccccn1
6	CC/C=C1/OC(=O)c2ccccc21
7	CCn1c(CNc2nc3ccccc3n2C(C)C)nc2ccccc21
8	O=C(COC(=O)COc1ccc(Br)cc1)NCCC1=CCCCC1
9	CC(NC(=O)C(C)(C)C)C(c1cccs1)N1CCN(Cc2ccccc2)CC1 (stereo not drawn)
10	CCOC(=O)c1nnn(CC(=O)NC(=O)Nc2ccccc2)c1C(=O)OCC
entry no.	1	2	3	4	5	6	7	8	9	10
CBFb RUNX1 block	1%	3%	3%	3%	3%	23%[21.7 µM]	1%	12%	19%	-2%
HTT aggregate	-7%	-5%	-10%	?	-10%	.	-14%	-22%	0%[9.22 µM]	-12%
aGlu spleen mod	3%	7%	3%	-15%	-1%	2%	-3%	1%	5%	-2%
HTT ATP protect	1%[0.074 µM]	-12%	-15%[10 µM]	-3%[10 µM]	-63%[inhibitor]	-11%	11%[10 µM]	10%[10 µM]	9%[10 µM]	-9%
Lamin A splicing	3%	-2%	-13%	?	?	.	-23%	-7%	.	?
GAA inhib	-5%	3%	0%	?	4%	.	1%	-4%	.	2%
GAA glycogen	4%	0%	-7%	-9%	2%	.	-2%	-7%	1%	3%

11	CCC(C)NC(=O)CCS(=O)(=O)c1ccc2c(c1)n(C)c(=O)c(=O)n2C (stereo not drawn)
12	COC(=O)c1ccc(Cn2cnc3c(cnn3-c3ccc(C)c(C)c3)c2=O)o1
13	COc1ccnc(-n2cccc2C#N)c1C#N
14	CC(Sc1nnc(CNc2cccc3ccccc23)n1-c1ccccc1)C(=O)N/N=C/c1ccco1 (stereo not drawn)
15	COc1ccc(C2CC(c3ccccc3)=NN2C(=O)COC(=O)c2nc3nc(C)cc(C)n3n2)cc1 (stereo not drawn)
16	N#Cc1c(N)n(CCOC(=O)c2ccc(Cl)cc2)c2nc3ccccc3nc12
17	O=C(O)c1cccc(Nc2ncnc3c2cnn3-c2ccccc2)c1
18	O=C(N/N=C/c1cccc(Oc2ccccc2)c1)c1cc[n+]([O-])cc1
19	CC(C)Nc1nc(Cl)nc(NN(C)c2nc(N(C)C)nc(N(C)C)n2)n1
20	CC(C)OC(=O)/C(C#N)=C/c1cn(C)c2ccccc12
entry no.	11	12	13	14	15	16	17	18	19	20
CBFb RUNX1 block	5%	2%	6%	-7%	-27%	20%	3%	-5%	-4%	?
HTT aggregate	-16%	-12%	-15%[9.22 µM]	6%	15%	0%	2%	-5%	9%	-8%[9.22 µM]
aGlu spleen mod	-14%	-8%	0%	-10%	-8%	4%	3%	-1%	-6%	-3%
HTT ATP protect	5%[10 µM]	2%[10 µM]	2%[10 µM]	-13%	-18%	-9%	-23%	-56%[inhibitor]	16%[10 µM]	-3%[10 µM]
Lamin A splicing	-12%	?	.	-5%	?	30%	-1%	?	0%	.
GAA inhib	-20%	-5%	.	-1%	-2%	?	3%	3%	9%	.
GAA glycogen	3%	-1%	1%	0%	.	8%	-5%	9%	-2%	-8%

# Reprinted from the part before: two entries; new compounds follow.
19	CC(C)Nc1nc(Cl)nc(NN(C)c2nc(N(C)C)nc(N(C)C)n2)n1
20	CC(C)OC(=O)/C(C#N)=C/c1cn(C)c2ccccc12
21	CCCCNC(=O)C1c2ccccc2Oc2ccccc21
22	CCOc1ccc(/C=C/C(=O)c2c(O)c3ccccc3oc2=O)cc1
23	O=C(NC1CCCCC1)N(Cc1ccc(F)cc1)Cc1nc2ccccc2c(=O)[nH]1
24	CCOc1cc(S(=O)(=O)N2CCCCC2)ccc1Cl
25	CCN(CC)CCN(C)C1CCC(c2ccccc2)CC1 (stereo not drawn)
26	CCS(=O)(=O)c1ccc2oc(SCC(=O)c3ccco3)nc2c1
27	COCCn1c(SCC(=O)N2CCC(C)CC2)nc2ccccc2c1=O
28	Cc1cc(=O)oc(C)c1C(=O)NC1CCCCCCC1
29	O=C(NCC1CCCO1)c1ccc(CSCc2cccc(F)c2)o1 (stereo not drawn)
30	Cc1cccc(C)c1OCCCCn1cnc2ccccc2c1=O
entry no.	19	20	21	22	23	24	25	26	27	28	29	30
CBFb RUNX1 block	-4%	?	7%	5%	-1%	20%	-7%	-1%	6%	-9%	6%	0%
HTT aggregate	9%	-8%[9.22 µM]	7%[9.22 µM]	31%	-2%	7%	20%	10%	12%[9.22 µM]	-2%	-20%	-7%
aGlu spleen mod	-6%	-3%	1%	3%	-3%	2%	3%	0%	-3%	-3%	2%	-21%
HTT ATP protect	16%[10 µM]	-3%[10 µM]	15%[10 µM]	1%	-6%	-20%[10 µM]	-13%[10 µM]	3%[10 µM]	-20%	18%[10 µM]	8%	-3%
Lamin A splicing	0%	.	.	-7%	?	9%	-5%	-2%	-2%	5%[46 µM]	.	-11%
GAA inhib	9%	.	5%	2%	0%	-1%	0%	11%	-5%	2%	0%	-15%
GAA glycogen	-2%	-8%	-12%	-1%	2%	6%	0%	6%	9%	-3%	1%	2%

# Some of the entries so far, as tab-separated lines.
cpd	smiles	CBFb RUNX1 block	HTT aggregate	aGlu spleen mod	HTT ATP protect	Lamin A splicing	GAA inhib	GAA glycogen
22	CCOc1ccc(/C=C/C(=O)c2c(O)c3ccccc3oc2=O)cc1	5%	31%	3%	1%	-7%	2%	-1%
23	O=C(NC1CCCCC1)N(Cc1ccc(F)cc1)Cc1nc2ccccc2c(=O)[nH]1	-1%	-2%	-3%	-6%	?	0%	2%

# Remaining list, next part:
31	Cc1c(C(=O)NCCSCc2ccco2)cccc1[N+](=O)[O-]
32	CCCc1cc(=O)n2[nH]c(NCc3ccc(Cl)cc3Cl)nc2n1
33	O=C(COc1ccc([N+](=O)[O-])cc1)Nc1ccccc1N1CCCC1
34	Cc1cc(C)c(C(=O)CSc2nc3ccccc3c(=O)[nH]2)cc1C
35	CCOC(=O)N1CCC(N(C(=O)Nc2ccc(Cl)c(Cl)c2)C(C)CC)CC1 (stereo not drawn)
36	NC(=O)[C@H]1CC2(CC(c3cccc(NC(=O)COc4ccc(Cl)cc4)c3)=NO2)CN1C(=O)c1ccccc1C(=O)c1ccccc1 (stereo partly drawn)
37	Cc1nc(-c2cc(C#N)c(Sc3ccc(Cl)cc3Cl)nc2C)cs1
38	CSc1nnc2ccc(-c3cccs3)nn12
39	N#CCC(=O)N/N=C/c1coc2ccccc2c1=O
40	CCn1c(NC(=O)c2ccc(COc3ccc(C)cc3[N+](=O)[O-])o2)nc2ccccc21
entry no.	31	32	33	34	35	36	37	38	39	40
CBFb RUNX1 block	1%	3%	2%	-6%	11%	-3%	8%	12%	-19%	-1%
HTT aggregate	14%	3%	-7%	2%	?	25%[9.22 µM]	-19%[9.22 µM]	2%	-18%[9.22 µM]	-34%
aGlu spleen mod	-6%	-3%	-3%	.	-6%	-5%	1%	.	9%	6%
HTT ATP protect	27%[10 µM]	-8%	-6%	-40%	18%[10 µM]	3%[10 µM]	5%[10 µM]	2%	-6%[10 µM]	38%
Lamin A splicing	1%	?	.	?	?	.	.	?	.	-1%
GAA inhib	13%	3%	2%	2%	-3%	.	?	-8%	.	?
GAA glycogen	3%	1%	-26%	4%	-8%	-4%	6%	4%	-1%	11%

41	Cc1ccc(NC(=O)c2cc([N+](=O)[O-])ccc2NCc2cccnc2)cc1
42	CC(OC(=O)CCCc1nc2ccccc2s1)C(N)=O (stereo not drawn)
43	CC(C)(C)OC(=O)CNC(=O)c1nc[nH]c1C(=O)NCC(=O)OC(C)(C)C
44	Cc1nccc(-c2cccc(NC(=O)c3ccccc3Cl)c2)n1
45	O=C1C2C3C=CC(C3)C2C(=O)N1Nc1ccccc1 (stereo not drawn)
46	O=c1oc2ccccc2c2c1ncn2C1CCCCC1
47	Cc1ccc2oc(=O)n(CCOc3ccccc3)c2c1
48	COc1cc2c(cc1NC(=O)Nc1ccc(C)cc1)oc1ccccc12
49	CC(C)Oc1ccc(C(=O)NCC(=O)O)cc1
50	C=CCc1cccc([C@@H]2[C@@H](C)CC[C@H]3C(=O)N4[C@@H](c5cc(OC)c(OC)c(OC)c5)c5[nH]c6ccccc6c5C[C@H]4C(=O)N23)c1
entry no.	41	42	43	44	45	46	47	48	49	50
CBFb RUNX1 block	-24%	10%	21%	0%	5%	2%	5%	-2%	3%	5%[2.36 µM]
HTT aggregate	-6%	9%	2%[9.22 µM]	10%[9.22 µM]	4%[9.22 µM]	-10%	-15%[9.22 µM]	-19%	0%[9.22 µM]	-21%
aGlu spleen mod	-8%	4%	10%	-14%	5%	0%	-1%	-8%	0%	6%
HTT ATP protect	-49%[inhibitor]	5%	13%[10 µM]	16%[10 µM]	24%[10 µM]	0%	11%[10 µM]	-25%	0%[10 µM]	.
Lamin A splicing	21%	7%	.	.	.	-1%	1%[46 µM]	?	.	?
GAA inhib	-6%	0%	.	.	.	3%	11%	?	.	0%
GAA glycogen	-13%	7%	-9%	-1%	4%	5%	-11%	-8%	4%	-10%

51	CCCCNC(=O)C1CCCN1C(=O)NC1CCCCC1 (stereo not drawn)
52	CC1=C(C(=O)Nc2ccc(F)cc2)C(c2cccc(C)c2)n2nc(CCCO)nc2N1 (stereo not drawn)
53	Cc1cc(C)cc(NC(=O)CCc2nc3ccccc3[nH]2)c1
54	CCOC(=O)CNC(=O)c1cc(OC)cc(OC)c1
55	COC(=O)C(C)Sc1nc2c(cnn2-c2ccc(C)cc2)c(=O)[nH]1 (stereo not drawn)
entry no.	51	52	53	54	55
CBFb RUNX1 block	3%	4%	-2%	-2%	-2%
HTT aggregate	-14%	0%	5%	-4%	-2%
aGlu spleen mod	-1%	2%	-15%	-3%	-6%
HTT ATP protect	18%[10 µM]	-3%	-13%	-6%	-14%
Lamin A splicing	-7%	-1%	5%	.	0%
GAA inhib	5%	-3%	9%	-4%	1%
GAA glycogen	5%	-14%	-2%	.	8%
